# KCNH2 3.1 block – qHTS for Inhibitors of KCHN2 3.1: Mutant qHTS. AID 720553, 2013. 0.95% of 340,000 active. Potassium voltage-gated channel subfamily H member 2, brain isoform KCNH2 3.1 (human). U2OS KCNH2 3.1, thallium flux FluxOr; stronger effect = lower value. activity change, % (tested at about 1.8 µM);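 active = maximum activity change below -70%; inconclusive = maximum activity change from -70% to -50%; inactive = maximum activity change above -50%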;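 also: thallium influx rate constant from kinetic fluorescence after stimulation buffer; % is scaled to controls: 0 for no effect and ±100 for the full control effect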
#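 FluxOr-based Tl+ influx in U2OS cells transduced with KCNH2 3.1 virus; rate constants normalized to DMSO controls.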
# KCNH2 WT inh – qHTS for Inhibitors of KCHN2 3.1: Wildtype qHTS. activity change, % at 1.84 µM. Voltage-gated inwardly rectifying potassium channel KCNH2 (Homo sapiens), Q12809. 0.37% of 340,000 active. AID 720551, 2013. U2OS, BacMam KCNH2, thallium flux FluxOr; stronger effect = lower value;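 active = maximum activity change below -70%; inconclusive = maximum activity change between -70% and -50%; inactive = maximum activity change above -50%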; also: % is scaled to controls: 0 for no effect and ±100 for the full control effect
#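 U2OS cells were transduced with wild-type KCNH2 virus (2.03 x 10^8 / mL) for 4 h at room temperature, then cultured overnight at 37 C. Thallium flux was read with FluxOr dye. Rate constants were normalized to DMSO controls.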
# AT treatment – qHTS Assay for Identifying a Potential Treatment of Ataxia-Telangiectasia | Potency, µM (top dose mostly 57.5 µM), for inactives: at the top dose activation, hits mostly activators | […] A-T fibroblasts, KAP-1 phosphorylation AlphaLISA; neocarzinostatin DNA damage 30 min before lysis | AID 485349, 2010 | 0.19% of 320,000 active; also: potency is read from the fitted curve at half-maximal effect; % of control where 0% means no effect; nearly all actives have a fitted effect of over 45% in size
#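 hTERT-immortalized A-T patient fibroblasts ([…]), 500 cells/well in OPTI-MEM, 1% FBS, got compounds for 60 min, then NCS for 30 min at 37C. Lysates were then assayed for phospho-KAP-1 by AlphaLISA (anti-pKAP1 donor, anti-KAP1 acceptor beads), 6 hr at 25C.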
# Coupling enz – qHTS Assay for Inhibitors of Fructose-1,6-bisphosphate Aldolase from Giardia Lamblia: Coupling assay counterscreen; 0.67% of 290,000 active; AID 2472, 2010; activity change, negative = inhibition, % at 58.2 µM, hits read low; coupling enzyme system counterscreen, AmpLite Red fluorescence; in the data active = activity change below about -30%; also: % is scaled to controls: 0 for no effect and ±100 for the full control effect
#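 Compounds tested against the coupling enzymes alone at 57.5 uM final; readout was AmpLite Red fluorescence (525/598 nm) after 20 min at RT.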
# GALK inh – qHTS Assay for Inhibitors of Human Galactokinase (GALK); P51570; Purified GALK, Kinase-Glo residual ATP luminescence; Potency, µM (titrated, usually from 57.5 µM), inactives show at the top dose activity change, negative = inhibition, most hits filed as inhibitors; 0.007% of 270,000 active; AID 1868, 2009; also: potency is read from the fitted curve at half-maximal effect; % is scaled to controls: 0 for no effect and ±100 for the full control effect
#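 Galactose (100 uM) and ATP (35 uM) were turned over by 5 nM GALK for 1 h at RT. Kinase-Glo Plus then converted the remaining ATP into a luminescent signal.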
# CXXC DNA block – qHTS Fluorescence Polarization Assay for Inhibitors of MLL CXXC domain - DNA interaction; Histone-lysine N-methyltransferase 2A (Homo sapiens), Q03164; MLL-CXXC / FITC-HOXA9 DNA fluorescence polarization; Potency, µM (series often up to 115 µM), for inactives: top-dose activity change, negative = inhibition, usual class: inhibitors; 0.037% of 290,000 active; AID 2662, 2010; active = well fitted inhibition curve with a large enough effect in the polarisation, with a control signal flat, not every such curve was filed as active; inconclusive = small, poorly fitted or top-dose-only effect, or effect the other way, or a change in a side signal; inactive = no such curve, though single readings can be large or run the other way; the % refers to the polarisation; also: potency is read from the fitted curve at half-maximal effect
#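 Fluorescence polarization: 7 uM MLL-CXXC (stock) preincubated 5 min with compounds, then 50 nM fluorescein-HOX-A9 DNA (stock) added; 30 min ambient. Buffer 50 mM Tris-HCl pH 7.5, 50 mM NaCl, 1 mM DTT, 0.05% BSA.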
# TRPV1 agonist – HTS Assay for Compounds that Act as Agonists of the Vanilloid Receptor 1 | activation, % at 8.33 µM | 0.19% of 320,000 active | Transient receptor potential cation channel subfamily V member 1 (Homo sapiens), Q8NER1 | AID 540275, 2011 | TRPV1-expressing cells, Fluo-8 calcium influx, agonist mode; in the data active = activation above about 80%; inconclusive = between about 30% and that limit; also: 0% is about no effect
# Target sequence (Q8NER1 whole entry, looked up): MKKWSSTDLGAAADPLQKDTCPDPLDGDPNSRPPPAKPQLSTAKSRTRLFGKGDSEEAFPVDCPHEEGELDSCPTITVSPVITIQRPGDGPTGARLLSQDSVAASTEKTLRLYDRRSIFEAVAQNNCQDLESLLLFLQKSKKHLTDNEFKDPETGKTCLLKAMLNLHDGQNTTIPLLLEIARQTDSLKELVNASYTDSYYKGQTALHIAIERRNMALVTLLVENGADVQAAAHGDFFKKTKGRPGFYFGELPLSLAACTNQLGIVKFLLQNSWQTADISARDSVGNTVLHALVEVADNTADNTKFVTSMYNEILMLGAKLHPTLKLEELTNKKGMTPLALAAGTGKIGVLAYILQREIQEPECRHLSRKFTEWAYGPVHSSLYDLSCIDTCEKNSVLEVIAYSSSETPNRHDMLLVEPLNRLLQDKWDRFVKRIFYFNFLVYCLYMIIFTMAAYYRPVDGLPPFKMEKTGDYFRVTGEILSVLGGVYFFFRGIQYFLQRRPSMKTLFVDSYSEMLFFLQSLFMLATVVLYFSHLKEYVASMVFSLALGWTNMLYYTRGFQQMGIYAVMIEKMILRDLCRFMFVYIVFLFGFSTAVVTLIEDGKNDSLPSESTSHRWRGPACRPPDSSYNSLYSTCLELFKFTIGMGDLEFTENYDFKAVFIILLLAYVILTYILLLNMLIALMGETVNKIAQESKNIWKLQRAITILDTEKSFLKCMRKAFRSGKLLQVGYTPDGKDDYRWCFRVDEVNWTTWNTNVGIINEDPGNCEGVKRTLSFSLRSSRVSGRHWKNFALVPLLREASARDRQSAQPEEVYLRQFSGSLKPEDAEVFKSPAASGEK
#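 Cells expressing TRPV1 were dye-loaded with Fluo-8 and read kinetically: 10 s baseline, 3 min after compound (agonist portion), then 2 min after EC20 capsaicin (allosteric enhancer portion). Calcium-bound dye fluorescence at 480/520 nm.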
# Integrin act MD – qHTS for Activators of Integrin-Mediated Alleviation for Muscular Dystrophy | alpha7betagal myoblasts, beta-gal FDG fluorescence, 48 h | Potency, µM (titrated, usually from 38.3 µM), for the others: top-dose activation, hits mostly activators | 0.064% of 350,000 active;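 also: potency is read from the fitted curve at half-maximal effect; 100% = response of the positive control SU9516; nearly all actives have a fitted effect of over 60% in size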
#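 Alpha7betagal+/- myoblasts (passage 13) were plated 16-24 hr, then exposed to compounds (1:260 dilution of DMSO stock) for 48 hours at 37C. After MPER lysis, β-galactosidase reporter activity was read as FDG fluorescence (ex 480/em 540) after 30 minutes.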
# S-ASM inh – Inhibitors of Secretory Acid Sphingomyelinase (S-ASM): qHTS; Sphingomyelin phosphodiesterase (Homo sapiens), P17405; 0.006% of 340,000 active; Potency, µM (doses to about 57.5 µM), inactives show at the highest dose activity change, negative = inhibition, most hits filed as inhibitors; AID 504937, 2011; placental ASM, HMU-PC fluorogenic substrate, 60 min; also: potency is read from the fitted curve at half-maximal effect
#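 qHTS format. ASM enzyme prepared from human placenta hydrolyses the fluorogenic substrate HMU-PC0 (9 uM final) over 60 min at 37 °C after a 10 min compound preincubation.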
# MBNL1-CUG inh – qHTS Assay for Inhibitors of MBNL1-poly(CUG) RNA binding; Muscleblind-like protein 1 (Homo sapiens), Q9NR56; TR-FRET MBNL1-His/biotin-(CUG)12 binding, 665/545 ratio; Potency, µM (top dose mostly 57.5 µM), inactives show top-dose activity change, negative = inhibition, most hits filed as inhibitors; 0.036% of 280,000 active; active = well fitted inhibition curve with a large enough effect in the signal ratio, with a control signal flat, not every such curve was filed as active; inconclusive = small, poorly fitted or top-dose-only effect, or effect the other way, or a change in a side signal; inactive = no such curve, though single readings can be large or run the other way; the % refers to the signal ratio; also: potency is read from the fitted curve at half-maximal effect; % is scaled to controls: 0 for no effect and ±100 for the full control effect
#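 TR-FRET readout: Ex 340 nm, 665/545 nm emission ratio, normalized to buffer-only (basal) and MBNL1-(CUG)12 controls. Complex of MBNL1-His with Biotin-(CUG)12, compounds 92 nM–58 uM, incubated 60 min at room temperature.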
# Starred values were filed as active, the others as inactive; ? = inconclusive; · = not tested or not shown; [ ] = remark or other dose. Unless noted, calls follow the shape of the dose curve; as a rule, active = well fitted curve in the direction sought with a large enough effect; inconclusive = small, poorly fitted or top-dose-only effect, or another doubt; inactive = no such curve, though single readings can be large; an effect the other way counts as inactive or inconclusive.
# Second line of a record: KCNH2 3.1 block	KCNH2 WT inh	AT treatment	Coupling enz	GALK inh	CXXC DNA block	TRPV1 agonist	Integrin act MD	S-ASM inh	MBNL1-CUG inh
- Cc1onc(-c2ccccc2Cl)c1C(=O)NCCCN1CCOCC1
→ 1	-4	-1%	7	-2%	1%	1	21%	3%	-7%
- CC(CN1CCCCC1)NC(=O)c1cccs1 (configuration not stated)
→ 4	-15	6%	0	0%	13%	0	19%	3%	-2%
- COc1ccc(CNC(=O)[C@H](Cc2c[nH]c3ccccc23)NC(=O)[C@@H]2Cc3ccccc3CN2)cc1
→ -17	-5	6%	0	·	7%	1	-12%	0%	-9%
- Nc1nonc1NN=C1CCCCC1
→ -80*	-11	1%	-2	-3%	-8%	15	-15%	-7%	-5%
- O=C(OCn1nnc2ccccc2c1=O)c1cccs1
→ -11	13	1%	2	0%	12%	1	-7%	1%	9%
- O=C(Cc1cccs1)Nc1cc(SCCO)cc([N+](=O)[O-])c1
→ 15	4	1%	-3	·	1%	7	-29%	-3%	23%[11.5 µM]
- Cc1ccc(O)c(C(CC(=O)NCc2cccnc2)c2ccccc2)c1 (configuration not stated)
→ 2	1	0%	1	0%	-12%	-2	15%	0%	-9%
- Cc1sc2nc(CSc3ccccc3)nc(N3CCN(C)CC3)c2c1C
→ -48	-2	-4%	1	3%	-4%	13	-23%	1%	-14%
- Cc1ccc(NC(=S)N(CCN2CCCCC2)Cc2ccco2)cc1Cl
→ ?	23	-1%	0	-1%	2%	15	-18%	-1%	6%
- O=C(CCCSc1nc2ccccc2[nH]1)NCc1ccc(Cl)cc1
→ -8	·	-6%	-1	2%	4%	3	-4%	-1%	8%
- COc1ccccc1C1NC=C([N+](=O)[O-])C=C1[N+](=O)[O-] (configuration not stated)
→ -6	3	-10%	-17	3%	27%	22	-21%	4%	?
- Clc1ccc(CSc2nnc([C@@H]3CCCN3)o2)cc1
→ -11	9	3%	5	0%	6%	1	17%	3%	1%
- Nc1c(N(CCC2=CCCCC2)C(=O)c2ccco2)c(=O)[nH]c(=O)n1Cc1ccccc1
→ -18	2	7%	·	·	·	1	-31%	0%	·
- Cc1ccc(-n2cccc2/C=N/n2cnnc2)cc1Cl
→ -8	2	4%	1	0%	12%	-2	-10%	-3%	11%
- CCOC(=O)c1cn2nc(Oc3cccc(F)c3)ccc2n1
→ 27	-1	-7%	1	4%	-8%	6	-14%	0%	10%
- CC(=O)Oc1c(C(C)C)cc(N(C(C)=O)c2ccccc2)cc1C(C)C
→ 1	-5	·	·	·	·	·	-18%	-2%	·
- CCN(CC)C(=O)c1ccc(-c2nnc(Nc3ccc(C(=O)NC)cc3)c3ccccc23)cc1
→ 9	-5	4%	1	-6%	1%	0	?	41%[activator]	?
- CN=C1NN=C(c2cc(C)n(-c3c(C)n(C)n(-c4ccccc4)c3=O)c2C)CS1
→ ·	-5	11%	-7	-3%	3%	0	1%	2%	-16%
- O=C1CN(C(=O)COC(=O)c2ccccc2Br)c2ccccc2N1
→ 11	16	1%	·	·	·	2	6%	4%	·
- O=C(c1cccnc1)c1cccnc1
→ -5	5	·	-4	4%	17%	-1	25%	-3%	·
- Cc1ccc(C)c(NC(=O)CCn2cnnn2)c1
→ 10	0	-1%	0	1%	8%	-3	19%	1%	2%
- N#C/C=C/N1CCC(Cc2ccccc2)CC1
→ 2	2	27%	1	1%	-7%	-3	1%	-1%[11.5 µM]	-1%
- O=C(NC1CCCC1)c1cc(COc2ccc3ncccc3c2)on1
→ 1	-5	9%	0	-4%	5%	6	-69%[inhibitor]	-7%	8%
- O=C(COC(=O)c1ccc(O)cc1)c1ccc2c(c1)OCCO2
→ -15	-9	5%	·	·	·	12	13%	4%	·
- COc1ccc2c(=O)cc(CO)oc2c1
→ -11	-18	3%	·	·	·	·	39%	6%	·
- Cc1ccc(C)c(NS(=O)(=O)c2cc(C(=O)NCCC3=CCCCC3)ccc2C)c1
→ 6	-1	-5%	1	1%	7%	-1	-31%	-5%	3%
- O=c1cc(O)c2sc3nc(-c4cccnc4)cc(C(F)(F)F)c3c2[nH]1
→ -3	-19	4%	0	0%	21%	-1	8%	16%	?
- c1cncc(-c2noc(C34CC5CC(CC(C5)C3)C4)n2)c1
→ -47	-3	1%	0	-3%	2%	-3	24%	1%	4%
- CCOc1cc(NC(=O)C2CC2)c(OCC)cc1NC(=O)c1ccccc1OCC
→ 1	-13	2%	2	5%	-4%	?	0%	-3%	-5%
- O=C(c1n[nH]c2ccccc12)N1CCCCC1
→ 7	9	5%	0	0%	-2%	-2	19%	3%	-4%
- CCN1C(=O)CC(N2CCN(c3ccc(Cl)cc3)CC2)C1=O (configuration not stated)
→ 7	-1	4%	0	5%	3%	-1	51%	-4%	5%
- Cc1cccc(N(CC(=O)NC2CCCC2)C(=O)c2nsc(Cl)c2Cl)c1C
→ 9	0	6%	0	3%	7%	?	-38%	-3%	10%
- Cc1ccc2nc(C)c(C(=O)O)cc2c1
→ -3	-1	3%	-20	-1%	2%	1	6%	3%	-18%
- O=C(c1cc2cc([N+](=O)[O-])ccc2oc1=O)N1CCN(c2ncccn2)CC1
→ -5	-15	·	0	1%	-12%	-13	26%	-2%	-4%
- CN1OC(COC(=O)c2ccccc2)CC1c1ccccc1 (configuration not stated)
→ 13	-3	-9%	3	2%	1%	6	-5%	-2%	-3%
- CCc1ccc(CN2CCC(Oc3ccc(C(=O)NCc4ccccn4)cc3)CC2)o1
→ 0	3	6%	3	-9%	16%	4	-39%	3%	-8%
- C[C@H]1C=C(C(=O)N2CCN(Cc3ccc4c(c3)OCO4)CC2)O[C@@H](OCc2ccc(CO)cc2)C1
→ 44	3	6%	-2	-1%	-4%	2	5%	-5%	-3%
- CC(C)c1ccc(Nc2ncccc2C(=O)O)cc1
→ -21	-4	14%	25	3%	3%	-3	11%	-3%	-15%
- COC(=O)C(C)n1cnc2c(nnn2-c2ccc(F)cc2)c1=O (configuration not stated)
→ 3	-15	-5%	1	·	·	-1	-23%	4%	-3%
- CCn1c(O)c(N=NC(=O)Cc2csc(N3CCOCC3)n2)c2ccccc21
→ 10	6	-1%	0	-2%	6%	0	-25%	0%	?
- COc1ccc(Nc2nc(NCc3ccco3)nc(N/N=C/c3ccc(O)cc3)n2)cc1
→ -90*	-30	-11%	-11	0%	-1%	?	-5%	-27%	·
- O=C(c1ccco1)N1CCN=C1SCc1cccc(Cl)c1
→ 10	1	11%	-1	1%	10%	22	-51%	0%	17%
- COc1cccc(NC(=O)Nc2ccccc2Br)c1
→ ·	-4	14%	1	2%	-4%	-2	10%	-4%	-20%
- O=C(CCOc1ccccc1)NNC(=O)c1ccccc1
→ -2	-1	7%	·	·	·	·	-15%	8%	·
- Cc1cc(=O)nc2c3ccccc3n(C(C)C(=O)Nc3c(F)c(F)c(F)c(F)c3F)n12 (configuration not stated)
→ 12	6	3%	3	-3%	-6%	-4	3%	-3%	-4%
- O=C1c2ccccc2C(=O)N1CCc1nc(-c2ccccn2)no1
→ -10	1	5%	2	0%	-1%	0	21%	-2%	?
- Cc1ccc(C(=O)COC(=O)CNC(=O)Cc2ccccc2)cc1
→ -2	3	-2%	·	5%	-10%	-5	-17%	3%	-2%
- CCn1c(N)c(C(=O)Nc2ccccc2C(=O)OC)sc1=S
→ -2	-2	-3%	-2	-1%	-5%	-1	2%	-19%	8%
- COc1cccc(N2CCN(C(=S)Nc3cc(C)cc(C)c3)CC2)c1
→ -13	3	0%	3	2%	2%	?	12%	-2%	-4%
- COc1ccc(C(C(=O)Nc2ccc3c(c2)OCO3)N(C)C(=O)Cc2c[nH]c3ccccc23)cc1 (configuration not stated)
→ 2	3	-1%	-6	1%	10%	-2	-4%	-13%	·
- CNS(=O)(=O)c1cccc(C(=O)OCC(=O)Nc2ccc(Cl)cn2)c1
→ 11	2	0%	-1	8%	7%	0	12%	4%	-2%

# Screening results: PubChem, National Center for Advancing Translational Sciences (NCATS)
